BL2 CD40 inh: inhibitors of CD40-induced NF-kB signaling, primary screen, BL2 cells, luciferase reporter, single point; CD40L-induced, 4 h; inhibition, % at 10 µM; actives 0.94% (n = 83,000); AID 1053188, 2014;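 active = mean inhibition of at least 50% with a set share of replicates also reaching that level; inconclusive = no clear call, values can overlap the other calls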;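 also: 0% = neutral control wells and 100% = IKK inhibitor VII at 50 µM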
Starred values were filed as active, the others as inactive; ? = inconclusive; [ ] = another dose, or the depositor's remark. Not all compounds are listed; count on the stated rates, not on these rows.

SMILES	BL2 CD40 inh
O=C(CCCC(=O)OCC(=O)c1cccs1)Nc1ccc(F)cc1	2
CN(C)C(=O)c1cccc(-c2ccc([C@@H]3[C@@H](C#N)N(C(=O)C4CCCCC4)[C@@H]3CO)cc2)c1	-4
CCS(=O)(=O)N1CC2(C1)CN(S(=O)(=O)c1cn(C)cn1)[C@H](CO)c1[nH]c3cc(OC)ccc3c12	-5[25 µM]
COCCNC(=O)[C@H]1[C@H](CO)[C@H]2Cn3c(ccc(-c4ccccc4F)c3=O)[C@H]2N1C(=O)C1CCC1	1[25 µM]
O=C1c2ccccc2C(=O)c2c1cccc2N1CCN(C/C=C/c2ccccc2)CC1	8
Cc1noc(C)c1S(=O)(=O)Nc1ccc2c(c1)C(=O)N([C@@H](C)CO)C[C@@H](C)[C@@H](CN(C)C(=O)Nc1cccc3ccccc13)OCCCC[C@H](C)O2	?
CCN(CC(=O)Nc1c(F)cccc1F)C(=O)c1cnc(C)cn1	9
CC(C)c1onc(C(=O)NC2CCCC2)c1[N+](=O)[O-]	9
O=C(Nc1ccc2c(c1)N(S(=O)(=O)c1cccs1)CCC2)c1c(F)cccc1Cl	10
O=C(NCc1ccco1)c1sc2cccc(F)c2c1Cl	-63
O=C(Cc1ccc([N+](=O)[O-])cc1)N/N=C/c1ccco1	2
CC1(C)NC(=O)N(CC(O)Cn2nnc3ccccc32)C1=O (configuration not stated)	12
O=C(COC(=O)c1c[nH]c2ccccc12)Nc1ccc(F)cc1	0
CC(=O)Nc1cccc(-c2csc(C(O)c3cccc(Cl)c3)n2)c1 (configuration not stated)	-15
CCC(C)Nc1nc2c(c(=O)[nH]c(=O)n2C)n1CCC(C)C (configuration not stated)	-3
CN1CCCN(C(c2ccccc2)c2ccc(Cl)cc2)CC1 (configuration not stated)	18
CCc1nc2ccc(C(=O)O)cc2nc1CC	2
Cc1ccc(C)c(S(=O)(=O)N2CCCC2CNC(=O)C(=O)NCCc2ccco2)c1 (configuration not stated)	9
c1ccc(-c2csc3ncnc(N4CCOCC4)c23)cc1	7
O=C(c1ccco1)n1nc(-c2ccccc2)nc1NCc1ccco1	-14
Cc1nn(-c2ccccc2)c2sc(C(=O)N3CCN(Cc4ccccc4)CC3)cc12	-2
O=C(COC(=O)C1(c2ccccc2)CCCC1)N1CCNC1=O	3
Nc1ccc(Oc2ccccc2-c2ccccc2)cc1	21
O=C(NNC(=O)c1ccccc1O)c1ccc(Cl)c(S(=O)(=O)N2CCCCC2)c1	0
O=C(Nc1ccccc1Oc1cccnc1)C1CCCN(C/C=C/c2ccc(F)cc2)C1 (configuration not stated)	-3

6 structures out of the list, sorted by heavy-atom count, low to high.
SMILES	BL2 CD40 inh
CCc1nc2ccc(C(=O)O)cc2nc1CC	2
CCC(C)Nc1nc2c(c(=O)[nH]c(=O)n2C)n1CCC(C)C (configuration not stated)	-3
CCN(CC(=O)Nc1c(F)cccc1F)C(=O)c1cnc(C)cn1	9
O=C1c2ccccc2C(=O)c2c1cccc2N1CCN(C/C=C/c2ccccc2)CC1	8
O=C(Nc1ccccc1Oc1cccnc1)C1CCCN(C/C=C/c2ccc(F)cc2)C1 (configuration not stated)	-3
CCS(=O)(=O)N1CC2(C1)CN(S(=O)(=O)c1cn(C)cn1)[C@H](CO)c1[nH]c3cc(OC)ccc3c12	-5[25 µM]

(next part)
SMILES	BL2 CD40 inh
O=C(c1ccc2c(c1)OCO2)C1CCCN(Cc2cccn2-c2cccnc2)C1 (configuration not stated)	-2
CC(NC(=O)Nc1ccc(O)cc1)(C(F)(F)F)C(F)(F)F	3
O=C(N1CCOCC1)N1CCN(CC(O)COc2ccc3ccccc3c2)CC1 (configuration not stated)	4
CC(=O)Nc1ccc(OC(F)(F)C(F)C(F)(F)F)c(NC(C)=O)c1 (configuration not stated)	11
CNS(=O)(=O)c1ccc2c(c1)[nH]c(=S)n2C	6
O=C(C[C@@H]1C=C[C@H](NS(=O)(=O)c2ccccc2)[C@H](CO)O1)NCCN1CCCCC1	-1[25 µM]
OC1(C#CCN2CCCC2)c2ccccc2-c2ccccc21	6
O=C(O)CCCN(Cc1cccc(Br)c1)S(=O)(=O)c1ccc(Br)cc1	2
C[C@@H]1CN(C)C(=O)Cc2cc(N(C)C)ccc2O[C@@H]1CN(C)S(C)(=O)=O	3
COC(=O)c1cc(CC(=O)c2ccc(O)cc2O)c(C)o1	6
O=C(O)c1cccnc1Sc1ccc(Cl)cc1	5
O=C(c1ccco1)N1CCN(C(=O)N2CCCCC2)CC1	13
O=C(Nc1cccc2ccccc12)OCc1ccccc1	-61
CCOC(=O)C1CCN(C(=O)N(C)C)CC1	11
CCN(CC(=O)Nc1ccc(Br)c(C)c1)CC(=O)NC(C)C	-3
COc1ccccc1-c1ccc([C@H]2[C@H](C#N)N(C(=O)CN(C)C)[C@H]2CO)cc1	-4[25 µM]
O=C(O/C(=C/c1ccccc1)C(F)(F)F)c1ccccc1	5
CNC(=O)c1c(NC(=O)CCS(=O)(=O)c2ccc(C)cc2)sc2c1CCN(C(=O)OC)C2	4
Cc1cc(NS(=O)(=O)c2ccc(NC(=O)C(C)Oc3ccccc3Cl)cc2)no1 (configuration not stated)	1
O=C(NC1CC1)c1ccc2c(c1)C1C3CCC(C3)C1C(c1ccccc1)N2 (configuration not stated)	-2
COc1ccc(-c2c[n+](CC(=O)OC3CC(C)CCC3C(C)C)c3n2CCC3)cc1 (configuration not stated)	79*
O=C(COC(=O)COc1ccccc1)NC1CCCC1	-1
C/C=C/c1cnc2c(c1)C(=O)N([C@H](C)CO)C[C@@H](C)[C@@H](CN(C)CC1CCOCC1)O2	-5[25 µM]
CCN1CCN(c2ccc(S(=O)(=O)N3CCCCC3)cc2NC(=O)c2ccc([N+](=O)[O-])s2)CC1	-13
O=C(N1CCOCC1)N(Cc1cccs1)C1CCCC1	1

Retrieved by structure from the list above:
SMILES	BL2 CD40 inh
CC(NC(=O)Nc1ccc(O)cc1)(C(F)(F)F)C(F)(F)F	3
O=C(O)CCCN(Cc1cccc(Br)c1)S(=O)(=O)c1ccc(Br)cc1	2
CCOC(=O)C1CCN(C(=O)N(C)C)CC1	11
CNC(=O)c1c(NC(=O)CCS(=O)(=O)c2ccc(C)cc2)sc2c1CCN(C(=O)OC)C2	4
C[C@@H]1CN(C)C(=O)Cc2cc(N(C)C)ccc2O[C@@H]1CN(C)S(C)(=O)=O	3

Next compounds.
SMILES	BL2 CD40 inh
O=C(NCc1ccco1)c1cc2nc(-c3cccs3)cc(C(F)(F)F)n2n1	-9
O=C(CN1C(=O)c2ccc([N+](=O)[O-])cc2C1=O)NCc1ccco1	22
C=CCn1cn[nH]c1=S	-1
O=C(c1ccc(CS(=O)Cc2ccccc2Cl)o1)N1CCN(c2ccccc2)CC1 (configuration not stated)	4
O=C(C1CC1)N1CC[C@@H]2[C@@H](CO)Nc3ccc(-c4cccc(F)c4)cc3[C@@H]21	10
CCOC(=O)Nc1ccc(C)cc1C	7
Cc1nc(-c2ccc(S(=O)(=O)NCc3ccccn3)s2)cs1	2
O=S(=O)(c1ccc(OCc2nc3ccccc3s2)c(Cl)c1)N1CCOCC1	-38
C[C@H](CO)N1C[C@H](C)[C@H](CN(C)S(=O)(=O)c2ccccc2F)OCc2ccccc2-c2c(n(C)c3ccccc23)C1=O	-8
C[C@H]1CN([C@@H](C)CO)C(=O)CCCn2cc(nn2)CO[C@@H]1CN(C)C(=O)Nc1ccc2c(c1)OCO2	-13[25 µM]
Cc1ccccc1-c1ccccc1[C@@H]1[C@@H](C#N)N(C(=O)c2cccc(F)c2)[C@H]1CO	-2[25 µM]
CCC(=O)N1[C@@H](CO)[C@H](c2ccccc2)[C@@H]1CN(C(C)C)S(C)(=O)=O	-4[25 µM]
COc1cccc(NC(=O)N[C@H]2CC[C@H](CC(=O)N3CCN(C)CC3)O[C@@H]2CO)c1	3[25 µM]
CCOc1ccc(NC(=O)COC(=O)C2CC2C)cc1 (configuration not stated)	-61
CC(=O)Nc1ccc(S(=O)(=O)c2ccnc3cc(Cl)ccc23)cc1	5
COc1ccc(C(=O)NCc2cccnc2)cc1	9
NC(=O)C1CCN(C(=O)COc2cccc3cccnc23)CC1	6
Cc1cccc(S(=O)(=O)N2CC[C@H]3[C@H](CO)Nc4ccc(-c5ccccc5F)cc4[C@H]32)c1	-5[25 µM]
COCCCNC(=O)CCCOc1ccccc1	-32
O=C(O)/C=C/C(=O)Nc1ccc(SC(F)(F)C(F)(F)C(F)(F)F)cc1	1
CN(C(=O)COC(=O)c1ccc([N+](=O)[O-])cc1)c1ccccc1	5
O=S(=O)(Nc1ccc(-c2cn3c(n2)SCC3)cc1)c1cccs1	-12
COCC(=O)N1[C@H](C#N)[C@@H](c2ccccc2-c2ccccc2)[C@H]1CO	-2[25 µM]
O=C(OCC(=O)N1CCCC1=O)c1ncc(Cl)c(Cl)c1Cl	-1
O=S(=O)(N/N=C\c1cccn1-c1ccccc1)c1ccc2ccccc2c1	5

Carrying on:
SMILES	BL2 CD40 inh
COC(=O)c1ccc2c(=O)[nH]c(COC(=O)CCC(=O)c3ccc(Cl)cc3)nc2c1	1
Cc1c(Cl)ccc2sc(N3CCN(C(=O)C4=COCCO4)CC3)nc12	8
C[C@@H]1CN([C@@H](C)CO)C(=O)c2ccccc2-c2ccccc2CO[C@@H]1CN(C)Cc1cccc(F)c1	3
C[C@H]1CN([C@@H](C)CO)C(=O)CCCn2nncc2CO[C@@H]1CN(C)C(=O)c1ccc(N2CCN(C)CC2)cc1	-1[25 µM]
CCCCC(NS(=O)(=O)c1ccc(OC)cc1)C(=O)O (configuration not stated)	-10
COc1ccc(NC(=O)Nc2ccc3c(c2)C(=O)N([C@@H](C)CO)C[C@@H](C)[C@H](CN(C)Cc2ccc(C(F)(F)F)cc2)OCCCC[C@@H](C)O3)cc1	7
Cc1cc(NC(=O)c2cccs2)no1	-29
CCn1c(-c2ccccc2)c(C(=O)CCl)c2ccccc21	22
CCCCNc1ccc(C(=O)O)cc1	11
C=C(c1cn(C(C)=O)c2ccccc12)c1cn(C(C)=O)c2ccccc12	-2
Cc1ccc(NC(=O)CN2C(=O)NC3(CCCc4ccccc43)C2=O)c(C)c1 (configuration not stated)	1
Cc1noc(C)c1NC(=O)Nc1ccc2c(c1)C(=O)N([C@H](C)CO)C[C@@H](C)[C@H](CN(C)S(=O)(=O)c1cccs1)OCCCC[C@H](C)O2	-9[25 µM]
CCCNC(=O)COC(=O)C1CCN(S(=O)(=O)c2ccc3c(c2)OCCO3)CC1	-13
CC=Cc1ccc2n(c1=O)C[C@H]1[C@H](CO)[C@@H](C(=O)NCC(F)(F)F)[C@@H]2N1C(=O)CC (mixture of isomers)	1[25 µM]
Nc1c(C(=O)Nc2ccc3c(c2)OCCO3)nnn1Cc1cccc(Br)c1	-71
CCOC(=O)C1CCCN(C(=O)N2CCOCC2)C1 (configuration not stated)	10
O=C(NC1CC(=O)N(c2ccccc2)C1)C1CC1 (configuration not stated)	11
COC(=O)CN(C)C(=O)CC1C(=O)NCCN1CC(C)(C)C (configuration not stated)	6
CCCN(C)C[C@H]1OCc2cn(nn2)CCCC(=O)N([C@@H](C)CO)C[C@H]1C	2[25 µM]
C[C@H]1CN([C@@H](C)CO)C(=O)Cc2cc(NS(C)(=O)=O)ccc2O[C@@H]1CN(C)C(=O)Nc1ccccc1	6[25 µM]
O=C(c1nc2ccc(Cl)cn2c1CNCCn1ccnc1)N1CCCCCCC1	11
O=C(Nc1ccccc1N1CCCC1)c1ccco1	-2
Cc1cc(N2CCN(S(=O)(=O)c3ccc4c(c3)OCCO4)CC2)n2ncnc2n1	6
CCc1ccccc1NC(=O)CNC(=O)CSC(=S)N1CCCC1	6
COc1cc(C(=O)NNC(=O)c2ccc3c(c2)OCCO3)cc(OC)c1OC	-1

(more compounds)
SMILES	BL2 CD40 inh
O=C(CON=C1c2ccccc2-c2ccccc21)NC12CC3CC(CC(C3)C1)C2	13
O=C(c1cccnc1)N1N=C(C2CC2)CC1(O)C(F)(F)F (configuration not stated)	9
O=C(N[C@@H]1CC[C@@H](CCn2cc(-c3ccccc3F)nn2)O[C@H]1CO)c1ccc2c(c1)OCO2	3[25 µM]
CC(=O)N1N=C(c2cccnc2)OC1c1ccc(C(C)C)cc1 (configuration not stated)	-31
COc1ccc2c(c1)C1CC(C)(NC(=O)C1C(=O)c1ccccc1)O2 (configuration not stated)	7
CN(Cc1ccccc1)C(=O)c1ccc2sc([C@@H]3O[C@H](CO)[C@H](O)[C@H](O)[C@H]3O)nc2c1	-4
O=[N+]([O-])c1ccccc1CCO	11
Cc1ccc(S(=O)(=O)N2CCOCC2)cc1C(=O)Nc1cccc(C(=O)NC2CC2)c1	6
O=C(NCC(c1ccco1)N1CCCC1)c1cn(Cc2ccccc2)nc1-c1ccccc1 (configuration not stated)	-4
COc1ccc(C(=O)N/N=C/c2ccc(OC)c(COc3ccccc3)c2)cc1	24
C=C(C)CN(CC)C(=O)CSc1ccc(S(=O)(=O)N2CCN(C)CC2)cn1	5
COCc1cccc(-c2csc(C(C)(O)c3cccc(OC)c3)n2)c1 (configuration not stated)	16
COc1ccc(C2C(=O)N(C3CCCCC3)CC(=O)N2Cc2ccc3c(c2)OCO3)cc1 (configuration not stated)	2
O=C(NCc1cccnc1)c1ccc(-c2ccc(Cl)cc2)o1	-18
O=C(CN1CCN(c2ccc(O)cc2)CC1)Nc1cc(S(=O)(=O)N2CCCC2)ccc1Cl	-5
C#CC(C)OC(=O)Nc1cnccc1C(F)(F)F (configuration not stated)	-9
CCC(C(=O)OCC(=O)NC(=O)NC(C)(C)C)c1ccccc1 (configuration not stated)	22
COc1ccc2oc(C(=O)NCCc3ccccc3)c(C)c2c1	58*

Entries listed above printed as active in BL2 CD40 inh.
SMILES	BL2 CD40 inh
COc1ccc(-c2c[n+](CC(=O)OC3CC(C)CCC3C(C)C)c3n2CCC3)cc1 (configuration not stated)	79*
COc1ccc2oc(C(=O)NCCc3ccccc3)c(C)c2c1	58*

In the list so far, these contain a cyano group.
SMILES	BL2 CD40 inh
CN(C)C(=O)c1cccc(-c2ccc([C@@H]3[C@@H](C#N)N(C(=O)C4CCCCC4)[C@@H]3CO)cc2)c1	-4
COc1ccccc1-c1ccc([C@H]2[C@H](C#N)N(C(=O)CN(C)C)[C@H]2CO)cc1	-4[25 µM]
Cc1ccccc1-c1ccccc1[C@@H]1[C@@H](C#N)N(C(=O)c2cccc(F)c2)[C@H]1CO	-2[25 µM]
COCC(=O)N1[C@H](C#N)[C@@H](c2ccccc2-c2ccccc2)[C@H]1CO	-2[25 µM]
